Screening results: PubChem BioAssay, several laboratories
LRH-1 inv ag = suppresses constitutive activity of human LRH-1; inhibition, % at 3.6 µM; O00482; 0.13% of 360,000 active; HEK293T StAR-luciferase reporter, LRH-1 transfected, 24 h;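 active = inhibition above the mean inhibition of all tested compounds plus 3 SD, cut at about 73% in these data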;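 also: 0% = DMSO wells and 100% = reporter-only cells lacking LRH-1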
MC4R ag barr = agonists of human melanocortin 4 receptor (MC4R) beta-arrestin | U2OS MC4R beta-arrestin complementation, luminescence; percent of melanotan II response, DMSO zero | activation, % at 8.9 µM | P32245 | 0.98% of 360,000 active | AID 540308;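 active = activation above a per-plate cutoff, the mean activation of sample wells on that plate plus 3 SD, cut at about 8% in these data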
Target sequence (P32245 whole entry, looked up): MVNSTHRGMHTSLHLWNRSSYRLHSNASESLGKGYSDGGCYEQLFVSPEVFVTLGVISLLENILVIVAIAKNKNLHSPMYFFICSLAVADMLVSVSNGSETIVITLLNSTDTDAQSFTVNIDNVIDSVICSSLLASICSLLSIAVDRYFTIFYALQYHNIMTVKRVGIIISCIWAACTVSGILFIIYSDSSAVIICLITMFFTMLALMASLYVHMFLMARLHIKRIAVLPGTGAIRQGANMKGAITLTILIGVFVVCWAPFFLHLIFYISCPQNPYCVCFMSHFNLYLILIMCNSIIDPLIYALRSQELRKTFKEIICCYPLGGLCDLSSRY
TLR9-MyD88 inh = inhibitors of human TLR9-MyD88 binding; AID 504734; CHO BLA complementation TLR9-MyD88, CCF4 FRET ratio; 0.21% of 340,000 active; inhibition, % at 4.98 µM;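 active = inhibition above the mean over all tested compounds plus 3 SD, cut at about 21% in these data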;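 also: 0% = DMSO only wells and 100% = clavulanate BLA inhibitor control wells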
MC4R antagonist = blocks human MC4R cAMP signaling; P32245; MC4R-expressing cells, MTII-stimulated cAMP, LANCE TR-FRET; inhibition, % at 6.5 µM; 0.48% of 360,000 active; AID 540295;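 active = inhibition above its plate's cutoff, the mean of tested wells on that plate plus 3 SD, cut at about 29% in these data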;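 also: 0% = Melanotan II alone and 100% = Melanotan II plus saturating MCL0020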
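Assay system: U2OS cells stably expressing human melanocortin 4 receptor (MC4R) / Dosing: 6.5 µM / Timing: compound 30 min, challenge 1 h, detection 1 h / Measured by: Eu-cAMP/anti-cAMP TR-FRET, emission 671 nm / Replicates: singlicate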
ABHD5 PLIN5 PPI = blocks binding of human ABHD5 to perilipin-5. Q00G26+Q8WTS1. Split G. princeps luciferase complementation, luminescence, 4 h. inhibition, % at 4 µM. 0.78% of 360,000 active. AID 602281;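 active = inhibition above the mean inhibition across every tested compound plus 3 SD, cut at about 22% in these data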;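 also: 0% = DMSO only wells and the 100% control is not disclosed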
COUP-TFII inh = NR2F2 (human) inhibition, primary screen; P24468; HEK293T NGFI-A luciferase reporter, luminescence; inhibition, % at 8.6 µM; 0.7% of 370,000 active;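 active = inhibition above a per-plate cutoff, mean inhibition of test wells between control levels plus 3 SD, cut at about 38% in these data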;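 also: cells cotransfected with COUP-TFII expression vector driving the NGFI-A reporter; 0% = median of COUP-TF2 test wells and 100% = reporter-only cells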
Target sequence (P24468 whole entry, looked up): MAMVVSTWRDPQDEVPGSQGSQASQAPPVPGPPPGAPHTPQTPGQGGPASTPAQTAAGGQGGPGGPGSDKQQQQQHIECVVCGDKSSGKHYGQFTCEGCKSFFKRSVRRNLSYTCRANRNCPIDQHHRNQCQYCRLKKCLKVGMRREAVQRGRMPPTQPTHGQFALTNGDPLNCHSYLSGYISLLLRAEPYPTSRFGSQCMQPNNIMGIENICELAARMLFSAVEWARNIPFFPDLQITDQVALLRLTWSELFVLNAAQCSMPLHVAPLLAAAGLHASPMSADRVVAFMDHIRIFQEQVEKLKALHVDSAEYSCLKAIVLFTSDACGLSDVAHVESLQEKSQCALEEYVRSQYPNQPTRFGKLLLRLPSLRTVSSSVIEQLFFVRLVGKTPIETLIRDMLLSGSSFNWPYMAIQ
NOD2 RIPK2 PPI = blocks binding of human NOD2 to RIPK2 | 0.38% of 360,000 active | inhibition, % at 4.98 µM | AID 624267 | CHO BLA complementation NOD2-RIPK2, CCF4 ratio; in the data active = inhibition above about 21%;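 also: 0% = vehicle only and 100% = reference blocker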
SRC3 inh = inhibits human SRC3 coactivator; Q9Y6Q9; HEK293 GAL4-SRC3 luciferase reporter, luminescence; inhibition, % at 3.6 µM; 0.17% of 360,000 active; AID 588352;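 active = inhibition above a per-campaign cutoff, the mean of all compounds plus 3 SD, cut at about 60% in these data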;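 also: 0% = DMSO-treated cells and 100% = gossypol-treated cells at 36 µM; higher means less SRC3-driven luciferase light from the GAL4 reporter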
SRC2 inh = human SRC2 (NCOA2) inhibition. Q15596. HEK293 GAL4-SRC2 luciferase reporter, luminescence. inhibition, % at 9 µM. 0.17% of 370,000 active. AID 651957;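 active = inhibition above the mean inhibition of all tested compounds plus 3 SD, set per campaign, cut at about 52% in these data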;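 also: 0% = DMSO treated cells and 100% = cells given Gossypol at 36 µM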
NCOA1 inh = inhibitors of human steroid receptor coactivator 1 (SRC1); Q15788; HEK293 GAL4-SRC1 luciferase reporter, luminescence; inhibition, % at 3.6 µM; 0.12% of 360,000 active; AID 588354;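 active = inhibition above the campaign mean plus 3 SD, with each screening campaign given its own cutoff, cut at about 60% in these data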;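 also: 0% = DMSO treated cells and 100% = gossypol at 36 µM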
LMP1 NFkB inh = reduces LMP1-driven NF-kappaB luciferase signal; LMP1-induced NF-kappaB luciferase reporter cells, luminescence; inhibition, % at 12.5 µM; 0.69% of 350,000 active; AID 504558; in the data active = inhibition above about 41%;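 also: 0% = neutral control wells and 100% = reference inhibitor control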
* hit, by the source's call; x = not tested or not shown.

SMILES	LRH-1 inv ag	MC4R ag barr	TLR9-MyD88 inh	MC4R antagonist	ABHD5 PLIN5 PPI	COUP-TFII inh	NOD2 RIPK2 PPI	SRC3 inh	SRC2 inh	NCOA1 inh	LMP1 NFkB inh
COCCNC(=O)C1(C)CCCN(C(=O)c2ccccc2OC(F)(F)F)C1 (stereo not given)	-3	3.9	x	7	-2	0	-12	-8	6	8	x
CN(C)c1ccnc2sc(C(=O)NCc3ccccc3)c(N)c12	-14	-0.9	1	9	-1	1	-3	-2	-27	2	-5
CCOc1ncccc1C(=O)OCc1ccc([N+](=O)[O-])cc1	3	-1.9	-10	-3	-2	8	-7	9	-2	-11	-3
Cc1ccccc1OCCc1c(C)[nH]c(=S)[nH]c1=O	29	-2.1	7	-34	-4	-38	8	22	9	6	-7
COc1ccccc1NC(=O)CSc1nnc(CNC(=O)c2ccccc2F)o1	21	0.7	0	5	-7	1	6	-18	-40	14	4
CC1=C(C(=O)OC(C)C)C(c2cccs2)NC(=S)N1 (stereo not given)	5	-3.1	-3	1	-6	3	-3	-2	-9	1	-6
Cn1cnc2cc(NC(=O)c3ccco3)ccc21	-150	0.8	-2	3	7	-24	-4	-66	-58	-100	-8
O=C(Nc1ccccc1N1CCCC1)C1CCN(S(=O)(=O)c2ccccc2C(F)(F)F)CC1	3	-2.5	-1	0	4	5	-7	10	31	-13	-10
Cc1nc(NC(=O)c2ccccc2)sc1Cc1ccc2c(c1)OCO2	-4	-3.9	-10	1	-1	-16	-4	-49	-69	-53	0
O=C(N/N=C/C=C/c1ccccc1)c1cccnc1	1	-1.1	0	-9	0	-26	-9	3	12	-4	-13
CC1(C(=O)O)CCCN(C(=O)c2cccnc2Oc2ccccc2)C1 (stereo not given)	8	1.1	x	10	3	-3	-11	8	-1	-4	x
Cn1ncc(Cl)c1C(=O)NCc1cc(C(C)(C)C)n[nH]1	13	2.3	7	10	7	14	-5	24	2	28	4
C[C@H](CO)N1C[C@H](C)[C@@H](CN(C)S(=O)(=O)c2cccs2)Oc2ccc(NC(=O)C3CC3)cc2C1=O	-11	0.1	11	0	-3	-9	7	1	-12	-2	-7
COc1ccc(CNC(=O)c2ccc(NS(=O)(=O)c3c(C)noc3C)cc2)cc1	-14	1.2	-5	-9	0	-13	-1	-8	-18	-1	2
O=C(Nc1ccn(CCCNCc2ccc3c(c2)OCO3)c(=O)n1)OCc1ccccc1	-5	0.2	-6	5	2	7	2	-4	-6	1	2
C/C(CC(=O)NCc1ccco1)=N\NC(=O)Cc1ccc(-c2ccccc2)cc1	19	1.2	-4	13	3	6	-11	21	2	-1	3
O=C(O)c1cc2n(n1)C(C(F)(F)F)CC(c1ccco1)N2 (stereo not given)	-3	-0.3	-6	-1	3	-1	8	-3	-7	-9	-7
COc1ccc(C(O)(CCN2CCCCC2)C2CCCCC2)cc1 (stereo not given)	12	-0.4	3	10	-3	5	1	5	3	7	0
COc1ccc(Oc2nnc(-c3ccc(C)cc3)c3ccccc23)cc1	22	0.2	-2	-5	3	-5	-7	-14	8	16	-2
Cc1cc(N)n(-c2nc3ccccc3s2)n1	-89	-1.6	-2	11	-3	-8	-11	-42	-17	-78	-20
Cc1nn(C(C)(C)C)c(OC(=O)c2ccco2)c1Sc1ccccc1	19	-0.6	-2	0	-6	17	-9	9	6	7	8
Cc1ccc(OCC(=O)NNC(=O)C2CCN(c3ncnc4sc(C)c(C)c34)CC2)cc1	-1	-1.4	4	2	1	17	1	9	-20	-27	-1
Cc1cc(C)n(CC(O)COc2c(C)cccc2C)n1 (stereo not given)	-3	-1.5	-9	-8	2	-2	-2	6	-24	-2	0
COc1cccc(NC(=O)CN(C)CC(=O)NCC(=O)Nc2ccc(F)cc2)c1	-4	-1.1	-5	8	4	-20	-7	6	13	0	0
CCN(CC)c1ccc(N2C(=NC(=O)C3CC3)SC3CS(=O)(=O)CC32)cc1 (stereo not given)	-10	-1.4	-27	4	-4	3	-7	9	1	1	-1
CCC(=O)NNC(=O)CSc1nnc(-c2ccccc2)c(-c2ccccc2)n1	1	0.1	4	0	-7	8	-2	-3	1	-15	85*
COc1ccc(-c2csc(NC(=O)CN3C(=O)CCC3=O)n2)cc1OC	14	-0.9	1	5	0	-8	-6	5	11	8	-9
CCOC(=O)/C(C#N)=N/Nc1c(C)n(C)n(-c2ccccc2)c1=O	4	-2.3	x	-13	1	6	-17	10	-2	2	3
Cc1nc(NC(=O)/C=C/c2ccccc2)sc1C(=O)Nc1ccc(Cl)cc1	-3	6.7	0	13	-2	14	-3	-1	18	0	5
O=C1CCCC(=NNC(=O)c2cc3ccccc3cc2O)C1	-79	-1.2	6	-3	8	x	17	-81	x	-102	-17
O=C(/C=C/c1cc([N+](=O)[O-])ccc1OC(F)F)NCc1ccc(Cl)cc1	15	-0.1	1	-7	0	-20	-3	10	-8	-1	-4
CCc1c(C(=O)NC(C)C2CCCO2)csc1C (stereo not given)	16	-2.6	3	1	0	10	-7	15	13	17	5
Cc1cccc(Nc2nc(-c3ccc(F)c(C)c3)cs2)n1	-73	0.1	2	10	-6	-69	4	-131	-74	-71	-53
COc1ccccc1NS(=O)(=O)c1cccc(C(=O)N2CCN(C(=O)c3ccco3)CC2)c1	-7	-1.6	-9	4	-8	11	-10	-2	8	-6	-3
O=C(c1ccc2c(c1)C(=O)N(c1ccc(Cl)cc1)C2=O)N1CCN(c2ccccn2)CC1	3	-0.5	10	7	1	-8	4	-14	7	-7	0
CSc1ccc(/C=C/C(=O)OCC(=O)NC(C)C)cc1	12	-3.2	x	12	-4	0	1	-8	-3	-10	-47
CCN1CCCC(OC(=O)c2cc(-c3ccc(C)cc3)nc3ccccc23)C1 (stereo not given)	-55	2.4	6	-6	12	2	-3	-12	-22	3	-41
Cc1ccccc1CN(c1ccc(C(=O)Nc2cccnc2)cc1)S(C)(=O)=O	-3	-1.1	2	5	-3	9	8	22	11	-2	-3
CC(C)(C)OC(=O)NCCCCCNC(=O)c1nc[nH]c1C(=O)NCc1ccccc1	28	-1.8	-5	1	-1	6	2	-2	-16	-4	6
CCn1cc(C(=O)NC(=S)Nc2cccc(O)c2)cn1	-9	-1.1	-9	-3	0	-56	3	-13	-36	-4	-4

Eleven structures already listed, arranged by molar mass, rising.
SMILES	LRH-1 inv ag	MC4R ag barr	TLR9-MyD88 inh	MC4R antagonist	ABHD5 PLIN5 PPI	COUP-TFII inh	NOD2 RIPK2 PPI	SRC3 inh	SRC2 inh	NCOA1 inh	LMP1 NFkB inh
CCc1c(C(=O)NC(C)C2CCCO2)csc1C (stereo not given)	16	-2.6	3	1	0	10	-7	15	13	17	5
Cc1cc(C)n(CC(O)COc2c(C)cccc2C)n1 (stereo not given)	-3	-1.5	-9	-8	2	-2	-2	6	-24	-2	0
CSc1ccc(/C=C/C(=O)OCC(=O)NC(C)C)cc1	12	-3.2	x	12	-4	0	1	-8	-3	-10	-47
CCN1CCCC(OC(=O)c2cc(-c3ccc(C)cc3)nc3ccccc23)C1 (stereo not given)	-55	2.4	6	-6	12	2	-3	-12	-22	3	-41
COc1ccc(-c2csc(NC(=O)CN3C(=O)CCC3=O)n2)cc1OC	14	-0.9	1	5	0	-8	-6	5	11	8	-9
O=C(/C=C/c1cc([N+](=O)[O-])ccc1OC(F)F)NCc1ccc(Cl)cc1	15	-0.1	1	-7	0	-20	-3	10	-8	-1	-4
CCC(=O)NNC(=O)CSc1nnc(-c2ccccc2)c(-c2ccccc2)n1	1	0.1	4	0	-7	8	-2	-3	1	-15	85*
Cc1nc(NC(=O)/C=C/c2ccccc2)sc1C(=O)Nc1ccc(Cl)cc1	-3	6.7	0	13	-2	14	-3	-1	18	0	5
COc1cccc(NC(=O)CN(C)CC(=O)NCC(=O)Nc2ccc(F)cc2)c1	-4	-1.1	-5	8	4	-20	-7	6	13	0	0
O=C(c1ccc2c(c1)C(=O)N(c1ccc(Cl)cc1)C2=O)N1CCN(c2ccccn2)CC1	3	-0.5	10	7	1	-8	4	-14	7	-7	0
COc1ccccc1NS(=O)(=O)c1cccc(C(=O)N2CCN(C(=O)c3ccco3)CC2)c1	-7	-1.6	-9	4	-8	11	-10	-2	8	-6	-3

Next records:
SMILES	LRH-1 inv ag	MC4R ag barr	TLR9-MyD88 inh	MC4R antagonist	ABHD5 PLIN5 PPI	COUP-TFII inh	NOD2 RIPK2 PPI	SRC3 inh	SRC2 inh	NCOA1 inh	LMP1 NFkB inh
COc1ccc(C(O)c2nc(-c3ccc(C)c(C)c3)cs2)cc1 (stereo not given)	-1	1.5	x	0	-2	2	6	-1	-6	0	x
CN(CC(=O)Nc1cccc(F)c1)C(=O)CC1CCCCC1	1	-2.1	-7	16	0	-12	8	-7	-10	5	-1
CCOC(=O)c1ccc(NC(=O)NC2CC3CCC(C2)N3Cc2nnnn2Cc2ccco2)cc1 (stereo not given)	5	-0.6	0	-4	5	-12	-20	-6	-1	10	-2
COc1ccc(-c2csc(N3CCN(C(=O)c4ccccc4)CC3)n2)cc1	5	-0.5	9	0	5	12	-3	-11	17	2	-6
O=C(Nc1ccc(S(=O)(=O)N2CCCCC2)cc1)c1ccc(F)cc1	4	5.0	8	7	-3	5	-5	6	7	-16	1
COc1cccc(/C=C2\SC(=S)N(CCC(=O)N3CCCCC3CCO)C2=O)c1 (stereo not given)	-15	-0.5	2	6	16	-6	4	15	17	-10	3
Cc1oc(S(=O)(=O)N2CCCC2)cc1C(=O)Nc1ccccc1	17	1.4	4	-3	-8	6	-11	21	-4	9	-11
Cc1cc(C(=O)OC(C)C(=O)NC2CCCCC2C)c(C)o1 (stereo not given)	10	-0.6	-9	14	-1	-4	-2	14	19	-6	3
CC1CCCN(C(=S)Nc2ccc(S(=O)(=O)N3CCCCC3)cc2)C1 (stereo not given)	14	-1.8	-12	0	-5	-6	-4	-2	5	-4	3
Cc1nn(CC#N)c(=O)n1-c1cccc(F)c1	-10	-1.8	4	2	-3	-6	-6	11	-9	-5	7
CC(OC(=O)c1ccc2ncsc2c1)C(=O)NC1CCCCC1C (stereo not given)	-15	-2.2	-5	2	0	-3	-2	-64	-45	-10	1
Cc1ccnc(SCC(=O)O)n1	2	-0.1	0	2	5	7	1	3	7	16	3

These rows are one share of the data, so the mix of outcomes need not match the whole.
